# M4 ag: human M4 muscarinic receptor agonists, primary screen, CHO-K1 cells, Fluo-8 calcium fluorescence; activation, % at 3 µM; 360,000 tested, 0.14% active; CHO-K1 hM4/Gqi5; vehicle 0%, full acetylcholine response 100%; AID 624127, 2012; Muscarinic acetylcholine receptor M4 (Homo sapiens), P08173;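 active means activation above the run mean over all test wells plus 3 SD, cut at about 32% in these data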;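 further: peak over basal fluorescence ratio per well then scaled between controls; 0% = DMSO wells and 100% = acetylcholine at EC100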
# Target sequence (P08173 whole entry, looked up): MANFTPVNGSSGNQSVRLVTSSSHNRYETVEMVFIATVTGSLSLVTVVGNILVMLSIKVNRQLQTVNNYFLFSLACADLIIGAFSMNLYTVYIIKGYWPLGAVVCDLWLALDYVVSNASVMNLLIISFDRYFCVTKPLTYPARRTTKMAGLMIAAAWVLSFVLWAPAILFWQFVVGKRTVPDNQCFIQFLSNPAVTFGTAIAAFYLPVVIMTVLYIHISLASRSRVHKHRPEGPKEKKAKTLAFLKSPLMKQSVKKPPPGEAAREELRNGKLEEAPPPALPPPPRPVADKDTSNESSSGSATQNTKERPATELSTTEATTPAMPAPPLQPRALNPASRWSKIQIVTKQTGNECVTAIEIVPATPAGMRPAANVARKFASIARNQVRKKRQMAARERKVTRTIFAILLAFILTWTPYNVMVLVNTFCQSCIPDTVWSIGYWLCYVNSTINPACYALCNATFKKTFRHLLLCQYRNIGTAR
# M5 antag: human M5 muscarinic receptor antagonists, primary screen, CHO cells, Fluo-8 calcium fluorescence; Muscarinic acetylcholine receptor M5 (Homo sapiens), P08912; CHO-hM5 cells, ACh EC80; inhibition, % at 3 µM; 360,000 tested, 0.59% active;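 active means inhibition above a per-plate cutoff, the mean of that plate's test compounds plus 3 SD, cut at about 27% in these data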;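 further: 0% = acetylcholine EC80 with DMSO and 100% = DMSO without agonist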
# CRFR2-BP ag: agonists of CRF-BP/CRF-R2 complex, primary screen, cell-based, HEK293, calcium dye fluorescence, uHTS; activation, % at 13.2 µM; 350,000 tested, 0.46% active; CRF-binding protein / CRF receptor 2 complex (human); AID 588473, 2011; calcium dye fluorescence (FLIPR); percent of saturating CRF peptide response;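 active means activation of at least 50%, plus an integration ratio under a set limit after plate pattern correction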;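 further: plate controls were neutral control wells without compound for no effect and CRF at EC100 for full effect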
# M4 PAM: human M4 muscarinic receptor positive allosteric modulators, primary screen, CHO-K1 cells, Fluo-8 calcium fluorescence | Muscarinic acetylcholine receptor M4 (Homo sapiens), P08173 | CHO-K1 hM4/Gqi5, ACh EC20; 0% = ACh EC20, 100% = maximal ACh | activation, % at 3 µM | 360,000 tested, 0.4% active | AID 624126, 2012;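 active means activation above its plate's cutoff, the mean activation of sample wells plus 3 SD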; further: some results filed as inactive read as strong as hits
# M5 ag: human M5 muscarinic receptor agonists, primary screen, CHO-K1 cells, Fluo-8 calcium fluorescence; CHO-K1 hM5 cells; 0% DMSO wells, 100% maximal acetylcholine response; activation, % at 3 µM; Muscarinic acetylcholine receptor M5 (Homo sapiens), P08912; AID 624037, 2012; 360,000 tested, 0.19% active;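 active means activation above the run's mean over test compounds plus 3 SD, cut at about 23% in these data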;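 further: signal is peak over basal fluorescence ratio across the kinetic read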
# M5 PAM: human M5 muscarinic receptor positive allosteric modulators, primary screen, CHO-K1 cells, Fluo-8 calcium fluorescence | AID 624038, 2012 | 360,000 tested, 0.3% active | activation, % at 3 µM | CHO-K1 hM5, ACh EC20 PAM; 0% = ACh EC20, 100% = ACh EC100 | Muscarinic acetylcholine receptor M5 (Homo sapiens), P08912;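 active means activation above the run cutoff, the mean activation of all test compounds plus 3 SD, cut at about 18% in these data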
#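 Assay system: CHO-K1 hM5 cells. Also added: acetylcholine at EC20 concentration, added after compound. Dosing: 3 µM, single dose. Times: compound preincubation 140 s before EC20 acetylcholine addition. Signal: Fluo-8 calcium fluorescence. Measure: % activation relative to EC20 and EC100 ACh responses. Repeats: singlicate, one well per test compound.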
# M1 PAM: human M1 muscarinic receptor positive allosteric modulators, primary screen, CHO-K1 cells, Fluo-8 calcium fluorescence, 1536-well; activation, % at 3 µM; CHO-K1 hM1, ACh EC20; 0% = ACh EC20, 100% = maximal ACh; 360,000 tested, 0.088% active; Muscarinic acetylcholine receptor M1 (Homo sapiens), P11229; in the data active means activation above about 19%, passing the limit was not always enough
# Target sequence (P11229 whole entry, looked up): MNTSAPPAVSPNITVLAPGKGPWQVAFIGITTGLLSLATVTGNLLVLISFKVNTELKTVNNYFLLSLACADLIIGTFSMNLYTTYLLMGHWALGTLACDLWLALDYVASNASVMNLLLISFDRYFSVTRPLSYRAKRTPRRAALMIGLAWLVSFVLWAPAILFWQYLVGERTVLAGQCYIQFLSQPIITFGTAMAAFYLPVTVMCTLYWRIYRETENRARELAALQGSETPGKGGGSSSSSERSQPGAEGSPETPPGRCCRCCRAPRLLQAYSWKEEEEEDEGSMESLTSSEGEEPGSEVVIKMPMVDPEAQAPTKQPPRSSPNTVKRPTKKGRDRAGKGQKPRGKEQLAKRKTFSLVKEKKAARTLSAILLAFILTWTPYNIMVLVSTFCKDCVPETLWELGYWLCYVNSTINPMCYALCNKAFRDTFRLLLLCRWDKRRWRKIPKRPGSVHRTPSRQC
# CRFBP-R2 block: antagonists of CRF-BP/CRF-R2 complex, primary screen, cell-based, HEK293, calcium dye fluorescence, uHTS | CRF-induced calcium fluorescence | inhibition, % at 11.8 µM | 350,000 tested, 0.59% active;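 active means inhibition of the ligand-induced calcium signal above about 50% at the single tested concentration, limit read from the data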
# CHRM4 antagonist: human M4 muscarinic receptor antagonists, primary screen, CHO cells, Fluo-8 calcium fluorescence; CHO-hM4 cells, ACh EC80; inhibition, % at 3 µM; 360,000 tested, 0.73% active; Muscarinic acetylcholine receptor M4 (Homo sapiens), P08173;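 active means inhibition above its plate's cutoff, the mean inhibition of sample wells plus 3 SD, cut at about 27% in these data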;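 further: 0% = acetylcholine EC80 with DMSO and 100% = DMSO without agonist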
# * hit, by the source's call; . = not tested or not shown.
SMILES,M4 ag,M5 antag,CRFR2-BP ag,M4 PAM,M5 ag,M5 PAM,M1 PAM,CRFBP-R2 block,CHRM4 antagonist
Cn1cc(C(=O)Nc2ccc3c(c2)CCC3)cn1,0.0,3.3,0.5,4.5,-2.0,-3.2,-4.4,25.4,-3.2
O=C(c1ccc(F)cc1)C1CCN(C(=S)Nc2ccccc2)CC1,-0.4,5.1,0.2,7.0,0.4,-1.0,8.4,-7.4,6.6
O=C(Cc1cccc2ccccc12)N/N=C1\CCCc2ccccc21,1.9,11.1,-0.8,-8.9,-1.6,-9.8,-0.2,-10.7,2.2
Cc1ccc2oc(=O)c3cc(C(=O)NCc4ccco4)sc3c2c1,2.6,-3.8,-0.1,8.6,1.3,-0.5,2.4,12.6,-11.8
O=C(NCC(c1cccnc1)N1CCOCC1)Nc1ccccc1 (stereo unspecified),0.3,-2.1,0.0,8.6,-0.1,2.5,6.4,-36.7,10.4
COc1ccc(CNCc2cccc3ccccc23)cc1,10.3,-2.9,1.2,-0.3,-3.2,-2.2,-0.9,-8.8,-15.9
Cc1c(C(=O)NCCCN2CCOCC2)sc2ncnc(N3CCN(c4ccccc4)CC3)c12,6.1,-12.5,-3.0,10.0,-1.7,-1.2,2.3,13.0,2.6
Cc1cc(-c2nnc(SCC(=O)Nc3cccc(Cl)c3)n2N)n[nH]1,0.5,-3.7,-0.1,8.7,-2.9,6.9,4.2,-3.0,-6.8
COc1ccc(C2NCCc3c2[nH]c2ccccc32)cc1CSc1nc2ccccc2s1 (stereo unspecified),9.0,4.4,2.1,-12.3,-2.9,-4.1,-17.4,-18.8,31.7*
Cc1ccc(N(C)S(=O)(=O)c2cccc(C(=O)NCCCN3CCCC3=O)c2)cc1,1.3,5.5,0.1,-2.1,-1.9,-4.5,-3.2,1.8,9.7
COc1ccc(-n2c(=S)[nH]c3cc(C(=O)NCc4ccccc4OC)ccc3c2=O)c(OC)c1,12.0,6.5,-0.7,-6.1,7.2,-4.5,9.2,-5.4,-11.2
O=C(CCNS(=O)(=O)c1ccc(Br)cc1)NCc1ccc(Cl)cc1,4.0,-6.1,-1.6,-2.4,-2.2,-0.5,2.0,-8.0,0.6
CCOc1cc(C(=O)OCC(=O)c2c(C)[nH]c3ccccc23)ccc1OCC(=O)N1CCOCC1,15.3,9.8,-0.8,-11.8,5.2,-3.6,-10.9,-19.3,-6.4
CCOc1ccc(/C=C(/NC(=O)c2ccccc2Cl)C(=O)O)cc1,0.7,-2.3,2.2,9.2,-2.3,5.6,2.9,1.2,-1.6
COc1ccc2c(c1)C(=O)C(=O)N2,0.4,5.5,0.1,12.2,-2.7,-1.4,5.7,5.5,-0.5
COc1ccc(CC(=O)N(C)CC(=O)Nc2c(C)cccc2C)cc1S(=O)(=O)N1CCOCC1,0.8,-2.3,0.8,9.2,1.5,3.0,7.5,-0.7,-7.6
COCCCNC(=S)NC1CC2CCCC(C1)N2Cc1ccco1 (stereo unspecified),0.6,2.5,0.1,2.8,-1.3,3.0,-5.3,26.9,-5.6
COCC(C)n1c(C)cc(C(=O)COc2ccc(S(=O)(=O)N3CCOCC3)cc2Cl)c1C (stereo unspecified),9.7,-4.8,1.1,14.1,0.5,-0.6,0.2,2.6,-19.9
CCOc1ccc2c(c1)C(c1ccc(C)cc1)=NNC(c1ccc(OC)cc1)=N2,-2.1,-8.0,-1.1,4.2,-1.5,3.4,4.6,-0.5,-0.6
CCOC(=O)C1CCCCN1Cc1ccc(C(F)(F)F)cc1 (stereo unspecified),-0.1,-4.6,0.3,5.6,-2.2,3.8,3.2,12.8,-2.9
Cc1ccccc1C(=O)NCCCNC(=O)c1ccccn1,0.7,-6.5,1.1,4.4,-3.8,4.5,9.9,-1.0,1.4
COc1cc(C)c2c(c1OC)C(=O)CC2,0.6,13.5,2.8,-1.7,0.2,-6.0,5.8,-4.0,-0.5
Cc1ccc(S(=O)(=O)N(C)CCCC(=O)N2CCOCC2)cc1,0.3,13.5,28.6,-2.5,-0.8,-9.8,5.0,-51.0,6.8
CCN(CC)P1(=O)OC(c2cc(OC)c(OC)c(OC)c2)=Nc2c1c(C)nn2-c1ccccc1 (stereo unspecified),0.8,6.5,-1.8,5.3,-0.6,2.0,10.9,1.2,0.3
COc1cc(NC(=O)c2cc([N+](=O)[O-])ccc2Br)ccc1NC(=O)c1ccco1,7.2,18.1,-1.5,-10.0,-2.8,-13.8,-10.5,37.0,10.1
SMILES,M4 ag,M5 antag,CRFR2-BP ag,M4 PAM,M5 ag,M5 PAM,M1 PAM,CRFBP-R2 block,CHRM4 antagonist
CC(C)(C)c1ccc(C(=O)Nc2cccc([N+](=O)[O-])c2)cc1,7.1,18.2,-0.2,-28.6,-3.1,-19.9,-13.8,-19.4,16.1
O=C(c1cn(-c2ccccc2)nc1-c1ccc(Br)cc1)N1CCOCC1,1.8,4.9,0.2,6.5,-5.0,-3.3,6.6,-72.0,-20.3
CN1CCN(C(=O)c2ccc(C3SCC(=O)N3Cc3ccco3)cc2)CC1 (stereo unspecified),0.4,0.8,0.0,8.2,-10.9,-3.0,-10.0,7.2,-9.8
CC(=O)Nc1ccccc1-c1nc2ccccc2nc1OCC(=O)c1ccc(Cl)cc1,0.1,1.0,0.6,-2.8,1.1,1.8,2.3,-30.0,10.4
Cc1cc(C)nc(N2CCCC(C(=O)NNC(=O)c3ccncc3)C2)n1 (stereo unspecified),1.4,-4.4,-4.2,7.7,0.9,9.2,9.8,10.0,2.2
Cc1ccc(N(C(=O)CNC(=O)c2ccco2)C(C(=O)NC2CCCC2)c2ccncc2)cc1F (stereo unspecified),1.4,4.6,-0.2,5.1,-2.2,1.9,9.2,-8.0,1.5
CCC(=O)Nc1nnc(SCC(=O)Nc2ccc3c(c2)OCCO3)s1,4.0,7.3,0.5,2.0,-2.3,-2.9,1.8,15.4,-9.2
Cc1ccc(-c2nnc(-c3ccc(NC(=O)c4cccs4)cc3)o2)cc1,0.9,-2.0,-0.1,13.3,0.9,3.7,9.2,-2.4,-14.5
O=C(O)CNS(=O)(=O)c1ccc2c(c1)C(=O)c1cc(S(=O)(=O)NCC(=O)O)ccc1-2,1.1,-8.7,-1.1,3.4,6.4,5.6,18.6,0.9,6.5
COc1cccc(N2CCN(c3ccc(S(=O)(=O)N4CCCC4)cc3)CC2)c1,0.3,8.0,-0.4,-5.9,0.5,-5.5,-1.7,9.7,8.1
Cc1nn(C)cc1CN(C)S(=O)(=O)c1cccc([N+](=O)[O-])c1,2.9,-1.3,1.6,5.8,0.2,1.2,-7.5,-11.1,-8.3
N#CC1=C(N)NC(=S)C(C(N)=O)C1c1ccc(Cl)cc1Cl (stereo unspecified),0.8,6.3,-0.4,-1.5,1.8,5.7,6.5,-2.8,1.9
COc1ccccc1NS(=O)(=O)c1cccc(C(=O)N/N=C(\C)c2ccc(-n3ccnc3)cc2)c1,2.8,-1.1,-0.9,-2.2,-9.5,-10.8,6.0,-4.1,-8.9
COc1cccc(C(=O)C2CCCN(C(=O)CCc3scnc3C)C2)c1 (stereo unspecified),2.9,1.0,-0.8,-3.9,-1.8,1.9,0.9,1.1,4.5
Cc1ccc(S(=O)(=O)NCC(=O)N/N=C/c2ccc(Cl)cc2Cl)cc1,-1.4,-4.5,-1.4,-5.9,-0.7,-1.1,7.0,-37.1,-2.6
Cc1nc(NCC2CCCO2)c2nnn(Cc3ccccc3)c2n1 (stereo unspecified),0.2,7.2,-1.5,21.7,-0.7,-2.1,6.1,4.6,4.4
CC1(C)CC(=O)C=C(N2CCNCC2)C1,0.8,-10.5,2.6,0.4,-5.5,6.4,-10.1,19.6,-17.3
CCn1c(SCC(=O)NC2(C#N)CCCCC2)nc2ccccc2c1=O,0.8,-4.2,0.2,-5.0,2.5,5.8,4.1,-7.6,1.1
C/C(=N/NC(=O)CNC(=O)c1ccco1)c1ccc(Cl)cc1,-0.8,-5.9,0.2,-0.4,-3.0,5.6,2.2,-7.9,4.4
Cc1nn(-c2ccc(C(=O)O)cc2)c(N)c1-c1ccccc1,0.1,3.8,1.8,-3.4,-3.9,-0.6,3.4,-3.8,-7.4
CCC(C)Sc1ccc([C@@H]2[C@@H]3C(=O)N(C)C(=O)[C@@H]3[C@]3(C(=O)OC)CCCCN23)cc1OC (stereo partly specified),0.4,5.8,0.2,7.5,-4.9,-4.8,13.6,-12.0,2.9
COc1ccc2oc(=O)c(C(=O)N3CCN(c4ccccc4C)CC3)cc2c1,-0.4,-3.5,1.9,10.8,-1.9,4.4,6.6,-35.5,-10.3
CCN(Cc1ccncc1)Cc1nc(-c2ccc(C(=O)OC)cc2)no1,5.4,-6.5,0.1,9.2,0.2,-2.5,-2.2,13.1,-2.7
Cc1ccccc1-c1nc(CS(=O)(=O)CC(=O)N2CCOCC2)c(C)o1,2.8,-10.1,-1.6,10.9,-0.9,-0.3,8.8,10.7,-22.1
COc1cc(NC(=O)c2ccc(-c3ccc(F)c(F)c3)c3ccoc23)cc(OC)c1OC,0.8,2.5,.,5.5,-0.8,-3.0,15.2,.,-7.9
CCOC(=O)C1=NN(C(C)=O)C2C(=O)N(CC)C(=O)C12 (stereo unspecified),-0.1,3.4,1.2,-6.0,2.6,-0.4,0.7,2.0,4.5
Cc1ccc(-n2ncc(C(=O)NCc3ccc4c(c3)OCO4)c2NC(=O)c2ccco2)cc1C,2.4,-0.5,-1.3,0.0,-3.2,2.3,5.9,19.3,9.7
O=C(NCc1ccc2c(c1)OCO2)c1cc(S(=O)(=O)N2CCCCC2)ccc1F,1.2,3.6,-1.9,2.5,-3.1,-3.5,-0.7,5.0,-1.6
CC(C)NC(=O)Nc1ccc2c(c1)C(=O)N([C@@H](C)CO)C[C@@H](C)[C@@H](CN(C)S(=O)(=O)c1ccc(F)cc1)O2,1.4,6.0,-1.2,-0.1,4.2,4.1,10.8,1.5,7.5

# Quoted from above (5 entries):
SMILES,M4 ag,M5 antag,CRFR2-BP ag,M4 PAM,M5 ag,M5 PAM,M1 PAM,CRFBP-R2 block,CHRM4 antagonist
Cc1ccc(N(C(=O)CNC(=O)c2ccco2)C(C(=O)NC2CCCC2)c2ccncc2)cc1F (stereo unspecified),1.4,4.6,-0.2,5.1,-2.2,1.9,9.2,-8.0,1.5
CCC(=O)Nc1nnc(SCC(=O)Nc2ccc3c(c2)OCCO3)s1,4.0,7.3,0.5,2.0,-2.3,-2.9,1.8,15.4,-9.2
Cc1ccc(-c2nnc(-c3ccc(NC(=O)c4cccs4)cc3)o2)cc1,0.9,-2.0,-0.1,13.3,0.9,3.7,9.2,-2.4,-14.5
O=C(O)CNS(=O)(=O)c1ccc2c(c1)C(=O)c1cc(S(=O)(=O)NCC(=O)O)ccc1-2,1.1,-8.7,-1.1,3.4,6.4,5.6,18.6,0.9,6.5
COc1cccc(N2CCN(c3ccc(S(=O)(=O)N4CCCC4)cc3)CC2)c1,0.3,8.0,-0.4,-5.9,0.5,-5.5,-1.7,9.7,8.1

# Compound activity (PubChem)
